# From PubChem
# pPAFAH inh: inhibitors of human plasma PAF acetylhydrolase (pPAFAH). Q13093. recombinant pPAFAH, FP-rhodamine probe fluorescence polarization. inhibition, % at 3.39 µM. 330,000 tested, 1.5% active. AID 463082;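 active = inhibition above the mean inhibition across the screen plus 3 SD, cut at about 25% in these data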;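 also: inhibitors block binding of the rhodamine activity-based probe so polarization drops; 0% = enzyme with DMSO and 100% = wells lacking pPAFAH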
# PAD4 FP inh: blocks human protein arginine deiminase 4; 330,000 tested, 0.41% active; recombinant PAD4, RCA probe fluorescence polarization; inhibition, % at 6.36 µM;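 active = percent inhibition above a cutoff equal to the mean of all tested compounds plus 3 SD, cut at about 15% in these data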;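 also: 0% = PAD4 with RCA probe and DMSO and 100% = probe without PAD4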
# LYPLA2 counter: LYPLA2 (human) inhibition in PME1 counter-screen; O95372; recombinant LYPLA2, FP-Rh probe fluorescence polarization; inhibition, % at 5.9 µM; 320,000 tested, 0.38% active; AID 2177;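 active = inhibition above the screen-wide mean plus 3 SD, limit set per campaign, cut at about 26% in these data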;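 also: 0% = LYPLA2 with DMSO and 100% = wells lacking LYPLA2 enzyme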
# PME-1 inh: PME-1 (human) inhibition; Q9Y570; recombinant PME-1, FP-Rh probe fluorescence polarization; inhibition, % at 5.9 µM; 320,000 tested, 0.53% active; AID 2130;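 active = inhibition above the campaign mean of all compounds plus 3 SD, cut at about 26% in these data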;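 also: competitive labeling of PME-1 active site by serine hydrolase directed probe; 0% = PME-1 with DMSO and 100% = wells lacking PME-1 enzyme; inhibitors block probe labeling so polarization falls and inhibition rises; many of its hits are not listed in these tables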
# PAFAH1B3 inh: blocks human PAF acetylhydrolase 1B catalytic subunit 3. Q15102. recombinant PAFAH1B3, FP-rhodamine probe, fluorescence polarization. inhibition, % at 3.39 µM. 340,000 tested, 0.28% active. AID 492972;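 active = inhibition above the screen-wide average of all tested compounds plus 3 SD, cut at about 25% in these data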;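 also: 0% = enzyme with DMSO only and 100% = wells lacking PAFAH1B3 protein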
# Target sequence (Q15102 whole entry, looked up): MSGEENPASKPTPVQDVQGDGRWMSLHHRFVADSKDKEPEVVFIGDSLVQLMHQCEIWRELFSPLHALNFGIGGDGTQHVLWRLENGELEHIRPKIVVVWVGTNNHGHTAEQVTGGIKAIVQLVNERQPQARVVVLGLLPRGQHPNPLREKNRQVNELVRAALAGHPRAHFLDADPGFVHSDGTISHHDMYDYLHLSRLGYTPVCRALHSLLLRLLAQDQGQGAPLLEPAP
# GSTO1 inh: blocks human GSTO1 in RBBP9 counter-screen; inhibition, % at 5.96 µM; recombinant GSTO1, activity-based probe fluorescence polarization; 300,000 tested, 1.1% active; P78417;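 active = inhibition above the campaign mean inhibition plus 3 SD, cut at about 35% in these data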;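 also: 0% = GSTO1-1 with DMSO and 100% = wells lacking GSTO1-1 enzyme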
# PREPL inhibitor: human PREPL enzyme inhibition; Q4J6C6; recombinant PREPL, fluorescence polarization activity-based probe; inhibition, % at 5.96 µM; 320,000 tested, 0.68% active; in the data active = inhibition above about 43%;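 also: 0% = enzyme with DMSO and 100% = wells lacking enzyme; many of its hits are not listed in these tables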
# Target sequence (Q4J6C6 whole entry, looked up): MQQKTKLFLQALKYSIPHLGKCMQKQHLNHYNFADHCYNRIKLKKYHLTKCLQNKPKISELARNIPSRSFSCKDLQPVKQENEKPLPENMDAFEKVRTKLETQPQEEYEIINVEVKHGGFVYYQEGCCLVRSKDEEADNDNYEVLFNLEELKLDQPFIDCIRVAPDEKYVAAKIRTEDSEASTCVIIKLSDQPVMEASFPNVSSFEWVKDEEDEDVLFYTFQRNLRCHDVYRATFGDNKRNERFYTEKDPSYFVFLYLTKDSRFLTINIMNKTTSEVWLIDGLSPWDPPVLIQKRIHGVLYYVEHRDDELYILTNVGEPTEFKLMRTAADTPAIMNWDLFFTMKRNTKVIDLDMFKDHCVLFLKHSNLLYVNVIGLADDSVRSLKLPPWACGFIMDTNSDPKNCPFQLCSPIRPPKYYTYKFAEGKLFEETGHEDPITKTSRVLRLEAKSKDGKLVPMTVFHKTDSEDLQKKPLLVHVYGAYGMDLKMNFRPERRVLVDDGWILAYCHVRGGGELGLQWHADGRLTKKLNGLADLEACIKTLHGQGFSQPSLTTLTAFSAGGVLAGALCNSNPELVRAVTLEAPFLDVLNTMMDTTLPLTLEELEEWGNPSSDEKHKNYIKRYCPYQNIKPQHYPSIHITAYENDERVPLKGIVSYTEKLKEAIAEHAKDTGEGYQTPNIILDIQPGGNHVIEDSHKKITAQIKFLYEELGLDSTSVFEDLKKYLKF
# LYPLA1 counter: counter-screen for PME1 inhibitors: inhibitors of human LYPLA1 | AID 2174 | 320,000 tested, 0.16% active | inhibition, % at 5.9 µM | recombinant LYPLA1, FP-Rh probe fluorescence polarization;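 active = inhibition above the mean of all tested compounds plus 3 SD, set per campaign, cut at about 14% in these data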;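 also: inhibitors block serine hydrolase probe labeling of LYPLA1 so polarization falls; 0% = enzyme with DMSO and 100% = wells lacking LYPLA1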
# PAFAH1B2 inh: PAFAH1B2 (human) inhibition; P68402; recombinant PAFAH1B2, FP-rhodamine activity probe, fluorescence polarization; AID 492953; inhibition, % at 3.39 µM; 340,000 tested, 1.2% active;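 active = inhibition above the mean of all tested compounds plus 3 SD, cut at about 24% in these data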;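 also: 0% = enzyme with DMSO and 100% = wells lacking PAFAH1B2; many of its hits are not listed in these tables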
# The depositor's hits bear a star; x = no result given.
SMILES,pPAFAH inh,PAD4 FP inh,LYPLA2 counter,PME-1 inh,PAFAH1B3 inh,GSTO1 inh,PREPL inhibitor,LYPLA1 counter,PAFAH1B2 inh
Cc1cc(C(C)(C)C)cc(S(=O)(=O)NCC(=O)O)c1C,-2,-4,0,-4,4,2,3,-1,14
c1ccc2nc(-c3ccc4c(c3)OCO4)ccc2c1,0,0,2,-3,6,6,-40,-3,6
CCn1c(O)c(N=N)c2ccccc21,3,-3,-7,-4,-9,-4,22,-3,-4
CCCCn1c(N)c(N(CC(C)C)C(=O)CN(C)Cc2cccc(OC)c2)c(=O)[nH]c1=O,4,4,4,-1,5,0,1,-2,3
Cc1ccccc1OCC(=O)Nc1nc2ccccc2[nH]1,0,-5,1,1,4,-3,1,3,-1
O=C(c1cccc2ccccc12)C1CCCN(C(=O)CCN2CCCO2)C1 (centres undefined),6,-2,3,3,2,2,3,1,4
CC1(OC(=O)CCc2ccccc2)C(=O)C=C2C=C(c3ccc(C#N)cc3)N(CCc3ccccn3)C=C2C1=O (centres undefined),9,-13,0,3,5,28,5,1,4
Cc1cc(NC(=O)c2cnn3c(C(F)F)cc(-c4ccccc4)nc23)no1,-1,0,12,1,4,5,10,0,4
CCOc1ccccc1C1c2[nH]c3ccccc3c2C[C@H]2C(=O)N(C3CC3)CC(=O)N12 (some centres undefined),5,0,5,2,6,-1,5,2,8
Cc1ccc(NC(=S)NNC(=O)c2ccccc2OC(F)F)cc1,4,5,1,7,3,1,-2,0,-1
O=C(NC(=S)Nc1ccccc1)c1ccc(-c2ccccc2)cc1,0,0,1,1,7,-5,3,1,3
O=C(CC(c1ccccc1)c1ccccc1O)NCc1ccccc1 (centres undefined),0,2,-3,0,8,0,-3,-1,4
O=C(O)c1ccc(NS(=O)(=O)c2cc(Cl)sc2Cl)cc1,6,-5,3,-1,9,4,5,4,7
O=C(c1ccc(Cn2cc(Cl)c([N+](=O)[O-])n2)cc1)N1CCN(Cc2ccccc2)CC1,3,-1,20,4,9,6,17,3,3
O=C(NCc1ccc2c(c1)OCO2)C(=O)NCC(c1ccco1)N1CCN(c2ccccc2)CC1 (centres undefined),5,-7,10,10,1,7,1,0,7
Cn1nccc1C(=O)NC1CCCc2c1cnn2-c1cc(F)cc(F)c1 (centres undefined),-2,-2,-2,-3,10,-8,6,-3,-5
COc1cc(/C=N/NC(=S)NC(C)C)ccc1OCC(=O)Nc1c(C)cc(C)cc1C,0,-1,-11,-2,7,0,-10,-3,-6
C=CCSc1nc2ccccc2n1S(=O)(=O)c1ccc(C)cc1,6,-5,0,7,8,6,0,-3,4
O=C(N/N=C/c1c[nH]c2ccccc12)C1COc2ccccc2O1 (centres undefined),7,-3,5,4,2,1,2,5,3
COc1ccc(OCC(=O)N/N=c2\oc3c(OC)cccc3cc2C(N)=O)cc1,7,0,0,-9,-5,-1,1,-2,3
Cc1cc(/C=C2\SC(=S)NC2=O)c(C)[nH]1,46*,-16,-5,2,12,29,7,-7,-1
COc1cc(NC(=O)Cc2ccc(S(=O)(=O)N3CCOCC3)s2)c(OC)cc1Cl,7,-7,1,1,2,3,3,1,2
O=C(C1=C[C@@H]2[C@H]3C(=O)N(c4cccc(Cl)c4)C(=O)[C@H]3[C@@H](C(=O)c3ccc(Cl)cc3)N2C=C1)c1ccccc1,10,-11,-5,-5,-55,-2,3,-4,-32
CCCCN1C(=O)/C(=C2\SC(N3CCOCC3)=NC2=O)c2ccccc21,4,0,8,-8,8,-5,3,1,2
Cc1ccc(C(=O)Nc2ccc3c(c2)nc(CCNC(=O)c2ccco2)n3C)cc1,2,-3,-1,0,6,-2,2,0,5
COc1ccc(-c2cc(C(F)(F)F)n3ncc(C(=O)N4CCc5ccccc5C4)c3n2)cc1,5,-3,2,9,-4,0,4,-3,6
CN(C)c1ccc(CN(C(=O)COc2ccccc2)C2CCS(=O)(=O)C2)cc1 (centres undefined),2,-3,4,4,-1,0,18,0,-1
Cc1ccc(N(C(=O)c2csnn2)C(C(=O)NC2CCCCC2)c2ccncc2)cc1 (centres undefined),4,5,5,-9,5,16,8,-1,5
COc1ccc(OC)c(/C=N/NC(=O)c2c(C)nc3ccc(C)cn23)c1,-4,3,-6,-1,1,-1,5,0,5
CCc1ccc(OCC(=O)OCC(=O)c2ccc3c(c2)NC(=O)CO3)cc1,4,1,6,-7,6,5,4,-6,-2
C=CCNC(=O)CC(=O)N/N=C/c1ccc(F)cc1,1,1,-9,-8,0,-1,-8,-2,-3
CNc1nc(C)nc(-n2nc(C)cc2C)n1,-3,-4,3,-3,15,4,10,-1,3
Cn1c(N)c(C(=O)COC(=O)c2ccco2)c(=O)n(C)c1=O,4,-3,3,-3,6,0,3,-1,2
O=C(Nc1cccc(Cl)c1)N(CCCN1CCOCC1)Cc1ccccc1F,-2,3,-4,-3,1,4,-17,-5,4
Cc1ccc(C2=NS(=O)(=O)N(C)C(C(=O)NC3CCCCC3)=C2)cc1,6,1,2,2,-3,-2,-9,-1,5
O=C(Nc1cnn(Cc2c(Cl)cccc2Cl)c1)C(c1ccccc1)c1ccccc1,-12,3,-16,-3,6,5,7,-12,-4
COC(=O)C1=C(C)N(C)C(C)=C(C(=O)OC)C1c1ccccn1,-1,0,5,0,1,2,-3,2,1
CC(NC(=O)CN1CCOCC1)c1ccccc1 (centres undefined),0,-5,-5,16,8,10,-4,-3,6
Cc1oc(C(C)(C)C)cc1C(=O)Nc1ccc2c(c1)OCCO2,21,-2,0,6,-3,-6,8,-1,6
COc1ccc(OC)c(NC(=S)N2CCc3ccccc3C2)c1,6,-3,0,3,-13,1,-3,-2,1
CC(C)(C)OC(=O)NCc1ccc(NC(=O)c2nc[nH]c2C(=O)N[C@@H](Cc2ccccc2)C(=O)OC(C)(C)C)cc1,-8,4,-66,-53,-51,-12,-17,-32,-26
N=c1oc2ccc(Cl)cc2cc1C(=O)NC1CCCCCC1,0,-3,8,-2,2,-1,2,2,9
CCOc1ccc(N2CC(C(=O)N3CCCc4ccccc43)CC2=O)cc1 (centres undefined),-3,9,-3,-8,4,1,3,-1,5
Cc1cc(NC(=O)/C=C/c2ccccc2Cl)n(-c2nc3ccccc3[nH]2)n1,0,-2,-13,-15,-7,-8,-4,-10,-3
Cc1ccc(-c2cn3c(n2)CCCC3)cc1,7,-3,2,1,4,12,-1,-4,4
O=C(COC(=O)Cn1[nH]c(=O)c2ccccc2c1=O)Nc1c(Cl)cccc1C(F)(F)F,-6,-3,1,6,4,-3,10,0,3
CCOc1ccc(C(=O)OCC(=O)N2CC(C)OC(C)C2)cc1OCC (centres undefined),3,-3,3,1,2,1,-6,2,-3
CC(OC(=O)C1CCCC1)C(=O)Nc1ccc(S(N)(=O)=O)cc1 (centres undefined),-2,-4,-1,3,4,6,-10,0,-2
COc1cc(OC)c(/C=N/n2c(C3CCCCC3)n[nH]c2=S)c(OC)c1,6,-2,-2,6,1,-1,-3,-4,3
CN=C(Nc1cc(C)nn1-c1ccccc1)c1ccc(F)cc1,-2,-1,3,-4,-5,8,14,2,0

# Carrying on:
SMILES,pPAFAH inh,PAD4 FP inh,LYPLA2 counter,PME-1 inh,PAFAH1B3 inh,GSTO1 inh,PREPL inhibitor,LYPLA1 counter,PAFAH1B2 inh
CCN(CC)CCN1C(=O)c2ccccc2NC1c1ccc(F)cc1 (centres undefined),4,1,2,-4,8,3,-50,4,5
COc1ccccc1/C=C/C=N/NC(=O)c1ccccn1,0,-6,3,1,2,8,-11,5,-4
CC1=C(C(N)=O)C(c2sccc2C)n2nnnc2N1 (centres undefined),3,3,4,0,5,1,4,2,1
O=S(=O)(c1ccccc1)c1ccc(NCc2ccco2)cc1,0,2,2,4,12,6,-1,3,1
Oc1ccc(C2=NNC(c3ccc(O)cc3)=NN2)cc1,3,-4,-3,2,0,6,-2,-1,2
CC(=O)NCCn1ccc2ccccc21,-3,-3,-9,-6,3,11,3,-1,3
O=C(/C=C/c1ccc(Cl)cc1)Nc1ccc(S(=O)(=O)Nc2ncccn2)cc1,-2,0,3,-10,4,1,3,-5,3
COc1ccc(Cn2c(O)c(/C=C3/C=CC=N3)c(=O)[nH]c2=O)cc1,1,-20,-6,-12,1,4,-10,-5,3
COc1ccc(OC)c(NC(=O)CCN2CCCCCC2)c1,-3,0,-3,2,3,-4,11,-1,-1
C=CCn1c(COc2ccc(F)cc2)nnc1SCC(=O)N1CC(=O)Nc2ccccc21,0,-1,3,0,5,5,-80,-2,1
Cc1ccccc1-n1nnnc1SC(C)C(=O)NC1CCCc2ccccc21 (centres undefined),1,-3,0,7,7,-1,-5,-4,2
CCOC(=O)CC1C(=O)NCCN1C(=O)c1cc2c(=O)n3ccccc3nc2s1 (centres undefined),2,-9,0,1,x,10,3,3,x
CCOc1ccc2nc(S(N)(=O)=O)sc2c1,-4,2,3,0,16,1,1,-1,1
CCn1c(C)nc2cc(C#N)ccc21,5,-1,3,9,1,5,-3,0,4
CC(=O)CC(=O)Nc1nc(C)cc(C)n1,2,-3,1,0,7,-1,1,-2,1
Cc1cc(C2C(=O)C(C(=O)c3ccc(Cl)cc3)C(=O)CC2(C)C)on1 (centres undefined),-2,0,-4,-1,-1,6,3,1,4
CCOc1ccc(C2C(C#N)=C(N)Oc3n[nH]c(C)c32)cc1OC(=O)C1CC1 (centres undefined),-2,-12,5,8,-1,-9,2,3,-1
COC(=O)c1sccc1NC(=O)c1ccccc1Br,1,0,2,3,1,1,-4,-1,1
COc1ccc2nc(Cl)c(C3CC(c4ccco4)=NN3C(=O)CCC(=O)O)cc2c1 (centres undefined),6,2,-1,0,5,0,7,-2,-2
COc1ccc(C(=O)OCC(=O)NC(=O)NC2CCCC2)c(O)c1,0,2,1,-4,3,2,37,3,1
Cc1ccc(C(C(=O)Nc2ccc(C(C)C)cc2)N(C)C(=O)c2ccc(=O)[nH]c2)cc1 (centres undefined),6,-2,-5,-3,2,1,-3,-2,-1
O=C(O)c1ccc(CSc2nnc(SCc3ccccc3)s2)cc1,6,-3,6,0,4,6,5,0,16
CCCCCCCCCCCCN1[C@@H](CC(=O)OC)c2cc(F)ccc2S1(=O)=O,1,0,6,2,12,-2,8,0,4
O=C(NNC(=O)c1ccc([N+](=O)[O-])cc1)c1ccc(F)cc1,0,-1,8,-2,3,2,21,1,8
NC(=S)N/N=C/c1ccccc1OC(=O)c1cc2ccccc2oc1=O,0,2,-2,-1,4,-1,18,-1,0
CCOC(=O)c1cccc(C(=O)Nc2nc3ccc(OC)cc3s2)n1,-4,-7,-6,-43,15,53*,5,1,2
COc1ccc(NC(=O)c2c3c(nc4ccccc24)CCC3)cc1,2,-7,-1,1,3,10,5,-5,-3
COC(=O)COc1ccc(S(=O)(=O)N2CCN(c3ccc(OC)cc3)CC2)cc1,2,2,2,2,0,-7,-5,-1,3
CCN(CC)C(=O)N1CCN(C)CC1,0,-5,-3,-6,10,7,2,-1,0
COc1ccccc1CNCc1ccc(C)cc1,2,-4,3,3,2,6,-11,4,2

# Only part of the results is shown; rates above refer to the full screens.
